Screening data as filed in PubChem.
ARFGAP1 inh: inhibitors of rat ARFGAP1 GAP activity, primary screen, biochemical, fluorescence polarization, GDP tracer; hit rate 0.26% among 360,000; ADP-ribosylation factor GTPase-activating protein 1 (Rattus norvegicus), Q62848; inhibition, % at 16.5 µM; Arfgap1-stimulated ARF1 GTP hydrolysis, GDP FP detection;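 active = inhibition above a per-plate limit, mean inhibition of low control wells plus 3 SD, cut at about 25% in these data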;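 note: 0% = DMSO wells with enzyme and 100% = wells lacking Arfgap1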
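Material: truncated rat Arfgap1 GAP domain; Incubation: compound-enzyme preincubation 20 min, reaction 120 min, detection 60 min, 25 °C; Read-out: percent inhibition of Arfgap1-stimulated GTP hydrolysis; Technique: FP, GDP Alexa 633 tracer displaced from anti-GDP antibody, 620/688 nm; Controls: No-Arfgap1 wells (100%) versus DMSO full-reaction wells (0%); Replication: single well per compound.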
ASAP1 GAP inh: inhibitors of human ASAP1 ArfGAP activity, primary screen, biochemical, fluorescence polarization. ASAP1-stimulated ARF1 GTP hydrolysis, GDP FP detection. inhibition, % at 16.5 µM. hit rate 0.19% among 360,000. AID 624377, 2012; in the data active = inhibition above about 25%;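 note: 0% = vehicle with enzyme and substrate and 100% = no enzyme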
Target sequence (Q9ULH1 325-724 limits assumed): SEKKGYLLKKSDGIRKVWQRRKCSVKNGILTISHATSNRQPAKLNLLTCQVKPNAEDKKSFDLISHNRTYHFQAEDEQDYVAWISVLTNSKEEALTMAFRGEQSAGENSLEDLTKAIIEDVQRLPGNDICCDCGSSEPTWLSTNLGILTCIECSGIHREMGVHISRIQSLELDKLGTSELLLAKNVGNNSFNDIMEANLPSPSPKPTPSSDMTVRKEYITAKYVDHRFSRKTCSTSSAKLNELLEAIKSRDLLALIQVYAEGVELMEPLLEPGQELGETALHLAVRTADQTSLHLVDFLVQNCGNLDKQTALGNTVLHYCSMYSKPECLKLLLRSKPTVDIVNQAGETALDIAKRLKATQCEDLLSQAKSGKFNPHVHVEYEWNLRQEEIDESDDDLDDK
TDP2 absorb: human TDP2 enzyme inhibitors, primary screen, biochemical, epi absorbance, recombinant enzyme | Tyrosyl-DNA phosphodiesterase 2 (Homo sapiens), O95551 | T5PNP hydrolysis, p-nitrophenol absorbance 415 nm | inhibition, % at 12.8 µM | hit rate 0.34% among 370,000 | AID 720702, 2013;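 active = inhibition above the mean of all tested compounds plus 3 SD, set per campaign, cut at about 25% in these data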;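 note: 0% = DMSO with enzyme and 100% = buffer with substrate but no TDP2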
Target sequence (O95551 whole entry, looked up): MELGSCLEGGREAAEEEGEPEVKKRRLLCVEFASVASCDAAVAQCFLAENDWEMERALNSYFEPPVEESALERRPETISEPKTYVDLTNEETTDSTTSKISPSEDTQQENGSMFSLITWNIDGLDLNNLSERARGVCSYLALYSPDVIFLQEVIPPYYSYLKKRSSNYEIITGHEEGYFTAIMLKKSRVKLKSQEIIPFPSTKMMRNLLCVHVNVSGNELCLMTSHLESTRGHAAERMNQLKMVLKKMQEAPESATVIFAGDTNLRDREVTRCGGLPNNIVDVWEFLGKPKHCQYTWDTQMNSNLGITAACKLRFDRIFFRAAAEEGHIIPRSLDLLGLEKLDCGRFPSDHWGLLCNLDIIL
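test system = human TDP2 enzyme | input = TDP2 enzyme at 120 nM final | medium = 50 mM Tris-HCl pH 7.5 with Mg2+, KCl, DTT, BSA | also added = T5PNP substrate, 5 mM | times = 2 h at 37 °C | technique = epi absorbance | benchmarks = high control without enzyme, low control DMSO plus TDP2 | replication = each compound tested once, singlicate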
proKLK7 act: proKLK7 zymogen activators, primary screen, biochemical, fluorescence intensity; purified proKLK7, EDANS-DABCYL substrate fluorescence; 100% is mature enzyme control, 0% vehicle; hit rate 0.9% among 370,000; AID 652039, 2013; activation, % at 7 µM; Kallikrein-7 (Homo sapiens), P49862;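 active = activation above the mean of all tested compounds plus 3 SD, computed per campaign excluding outliers beyond control limits, cut at about 13% in these data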
Target sequence (P49862 whole entry, looked up): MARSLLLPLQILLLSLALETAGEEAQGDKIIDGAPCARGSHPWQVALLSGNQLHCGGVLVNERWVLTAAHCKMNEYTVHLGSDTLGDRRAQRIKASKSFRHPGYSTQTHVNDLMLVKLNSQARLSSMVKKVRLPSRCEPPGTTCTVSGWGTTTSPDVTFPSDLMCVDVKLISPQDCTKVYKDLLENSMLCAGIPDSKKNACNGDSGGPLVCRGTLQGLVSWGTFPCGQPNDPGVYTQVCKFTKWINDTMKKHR
Tn7 DDE FP: inhibitors of Tn7 peptide binding to fibrin DD(E), primary screen, biochemical, fluorescence polarization, human fibrin, Tn7 probe | FP displacement of FITC-Tn7 peptide from fibrin DD(E); 0% = median of compound wells per plate | inhibition, % at 8.3 µM | hit rate 0.13% among 370,000 | AID 720508, 2013;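 active = inhibition above the mean of compounds falling within the control limits plus 3 SD of them, cut at about 14% in these data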;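 note: 0% = plate median of compound wells and 100% = 10 µM Aha-Tn7 peptide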
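Assay system: human fibrin DD(E). Input: DD(E) 2 µM final. Medium: Tris buffer with calcium and detergent, pH 7.8. Compound dosing: single point at 8.3 µM. Timing: 10 min plus 3 h, room temperature. Technique: fluorescence polarization of the labelled Tn7 tracer. Read-out: percent inhibition. Replicates: singlicate testing.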
PLC-gamma1 inh: PLC-gamma1 enzyme inhibitors, primary screen, biochemical, fluorescence, purified enzyme | 1-phosphatidylinositol 4,5-bisphosphate phosphodiesterase gamma-1 (Homo sapiens), P19174 | fluorogenic substrate | inhibition, % at 12.2 µM | hit rate 0.84% among 370,000 | AID 720700, 2013; in the data active = inhibition above about 9.5%
ADAM17 inh: ADAM17 inhibitors, primary screen, biochemical, QFRET. Disintegrin and metalloproteinase domain-containing protein 17 (Homo sapiens), P78536. recombinant ADAM17, EDANS/DABCYL FRET peptide cleavage. inhibition, % at 6.95 µM. hit rate 0.83% among 370,000. AID 720648, 2013;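 active = inhibition above the mean of compounds lying between control limits plus 3 SD, set per campaign, cut at about 8.5% in these data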;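 note: 0% = DMSO-only wells as the low control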
LEDGF integ inh: blockers of LEDGF/p75-dependent integrase strand transfer – biochemical, TR-FRET, high throughput, primary screen; HIV-1 integrase (with human LEDGF/p75); inhibition, % at 3.7 µM; TR-FRET IN-LEDGF/p75 DNA integration, Eu/Cy5; hit rate 0.64% among 370,000;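 active = inhibition above the screen-wide mean plus 3 SD, cut at about 13% in these data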;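 note: signal is the Cy5 over europium emission ratio at 671 and 618 nm; 0% = plate median of compound wells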
ADAM10 inh: human ADAM10 inhibitors, primary screen, biochemical, QFRET, HTS. Disintegrin and metalloproteinase domain-containing protein 10 (Homo sapiens), O14672. recombinant ADAM10, EDANS/DABCYL FRET peptide cleavage, 3 h. inhibition, % at 7 µM. hit rate 0.62% among 370,000. AID 720582, 2013;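 active = inhibition above a per-campaign cutoff equal to the mean of compounds falling between control-based bounds plus 3 SD, cut at about 20% in these data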;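 note: 0% = DMSO wells while the 100% control is not disclosed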
Tn6 DDE FP: inhibitors of Tn6 peptide binding to fibrin DD(E), primary screen, biochemical, fluorescence polarization, human fibrin, Tn6 probe | Fibrin DD(E) TRITC-Tn6 fluorescence polarization displacement | AID 720509, 2013 | inhibition, % at 8.3 µM | Fibrinogen beta chain (Homo sapiens), P02675 | hit rate 0.21% among 370,000;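 active = inhibition above a per-campaign cutoff: mean of compounds within control limits plus 3 SD, cut at about 15% in these data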;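 note: 0% = median of all compound wells on the plate and 100% = blocking peptide control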
Starred values were filed as active, the others as inactive; & = joins results of further samples.

SMILES	ARFGAP1 inh	ASAP1 GAP inh	TDP2 absorb	proKLK7 act	Tn7 DDE FP	PLC-gamma1 inh	ADAM17 inh	LEDGF integ inh	ADAM10 inh	Tn6 DDE FP
COc1ccc(CCNC2CC(C)N(C)CC2C)cc1OC (configuration not stated)	-2	-4	6	0.4	-3	-1	-4	3	5	-4
Cc1cccc(Cn2c(=O)c3c(nc4n3CCN4Cc3ccco3)n(C)c2=O)c1	-6	-12	-7	-0.4	-3	4	-1	-1	11	10
CC(O)CNc1nc2c(c(=O)n(C)c(=O)n2C)n1C/C=C/c1ccccc1 (configuration not stated)	1	7	-8	-0.1	-8	1	0	-2	4	5
Cc1ccc(S(=O)(=O)C2(C(=O)Nc3cccc(F)c3)CC2)cc1	-4	1	-5	-0.9	2	0	0	-5	-8	-2
CC(C)(C)C(=O)N1CCN(c2ccc([N+](=O)[O-])c(-n3nc(-c4ccccc4)c4ccccc4c3=O)c2)CC1	-1	6	-4	-0.4	4	2	4	-1	5	-8
C=C(C)c1cccc(C(C)(C)NC(=O)Nc2cc(C)ccc2OC)c1	5	5	-9	-0.2	0	-2	0	-4	2	3
CC1CCCC(NC(=O)CSc2n[nH]c(=O)n2Cc2ccccc2)C1C (configuration not stated)	1	-5	-3	0.3	0	-4	-2	-1	-8	6
O=C(CN1CCN(Cc2ccccc2)CC1)Nc1nnc(C(F)(F)F)s1	-1	-17	10	0.7	-4	2	-1	4	0	1
c1cn(-c2ccc(-c3ccnc4ncnn34)cc2)cn1	3	0	2	-0.1	-8	0	-3	3	-3	-8
COc1ccc(NC(=O)CN(C)Cc2cccs2)cc1Cl	-6	7	-4	-0.5	0	-1	4	-2	-8	2
CCN(CC(=O)Nc1cc(Cl)ccc1C)C(=O)C1CC(=O)N(Cc2ccccc2)C1 (configuration not stated)	-4	1	4	0.2	5	1	-7	-1	-3	4
Cc1ccc(SCCNC(=S)Nc2ccc(C)c(C)c2)cc1	-9	-14	-3	-0.3	2	-5	1	-5	5	-7
CC(C)c1c(C(=O)N/N=C/c2ccccc2C(=O)O)nnn1-c1nonc1N	0	1	-12	0.2	-8	1	2	1	1	4
C=C(C)C(=O)Nc1cccnc1Oc1ccc(F)cc1F	-7	2	-1	0.0	4	0	-2	-7	0	-3
CCC(C)(C)C(=O)Nc1nnc(CCc2ccccc2)s1	0	3	-10	0.1	6	6	-6	2	-7	-7
COc1ccccc1-n1c(SCC(=O)Nc2ccc(F)cc2)nc2c(c1=O)SCC2	5	-4	-9	-0.7	1	-4	3	-4	-6	11
CC(=O)Nc1cccc(-c2ccnc3c2CC(C(=O)Nc2cccc(Oc4ccccc4)c2)O3)c1 (configuration not stated)	6	9	-3	-0.3	-4	0	7	1	18	5
S=C(c1c[nH]c2ccccc12)N1CCCC1	1	8	-14	-0.3	7	-2	-3	-3	-11	-3
CCCC(=O)Nc1ccc2oc(-c3cncc(Br)c3)nc2c1	6	-6	14	3.7	-1	-147	-24	2	-76	4
Cc1ccc2nc(S(=O)(=O)O)[nH]c2c1	-6	16	10	0.6	-9	1	-3	0	0	1
O=C(c1ccc(F)cc1)N(Cc1cccs1)C1CCS(=O)(=O)C1 (configuration not stated)	-8	9	-5	0.3	-2	0	-4	2	4	4
CCOc1ccccc1CNC(=O)Cn1ccc2cc(S(=O)(=O)N3CCCC3)ccc21	7	-1	12	-0.3	-2	2	1	2	-6	3
CCNC(=S)N/N=C/c1ccc(OCC(=O)Nc2ccc(OC)cc2)c(OC)c1	12	-7	-18	-1.4	-6	16*	7	3	1	0
COc1ccc(C(=O)NC2(C(F)(F)F)C(=O)Nc3c2c(=O)[nH]c(=O)n3CCc2ccc(OC)c(OC)c2)cc1 (configuration not stated)	1	1	-7	-0.4	3	3	-2	-2	0	2
CC(NC(=O)COC(=O)/C=C/c1ccc([N+](=O)[O-])cc1)c1ccccc1 (configuration not stated)	2	-9	5	0.0	-8	-1	2	1	-1	-8
Next results follow.
SMILES	ARFGAP1 inh	ASAP1 GAP inh	TDP2 absorb	proKLK7 act	Tn7 DDE FP	PLC-gamma1 inh	ADAM17 inh	LEDGF integ inh	ADAM10 inh	Tn6 DDE FP
COc1ccc(NC(=O)C2(C)CCCN(C(C)C)C2)cc1F (configuration not stated)	5	0	-5	-0.8	0	-1	-3	-7	-16	-4
O=C(NCCc1ccccc1F)/C(=C/c1cccnc1)NC(=O)c1ccccc1	-12	3	-20	0.0	-3	-12	1	-4	-3	4
CCOc1ccc(OCCSc2nc3ccccc3c(=O)[nH]2)cc1	-18	-12	2	0.4	8	0	-6	-1	4	-4
C=CCn1c(SCC(=O)Nc2ccccc2)nnc1-c1cccc(S(=O)(=O)N2CCOCC2)c1	5	-28	2	-0.1	-4	-2	-6	3	3	-4
O=C(Oc1ccc(-c2nc(-c3ccccn3)no2)cc1)c1ccccc1	-5	-2	7	0.3	-1	2	-2	-4	7	6
COc1ccc(NC(=O)COC(=O)c2ccc(O)cc2)c([N+](=O)[O-])c1	6	-1	-2	0.2	-2	-1	0	1	-4	2
CNC(=S)N1CCC(NC(=O)C(Cc2ccccc2)NC(C)=O)CC1 (configuration not stated)	4	-17	11	-0.2	2	0	-3	0	-7	1
O=C(Nn1cc(C(=O)N2CCN(c3ccccc3F)CC2)c2ccccc2c1=O)c1cnccn1	-4	17	2	-0.1	2	3	-4	2	-10	7
CCN(CC)S(=O)(=O)c1ccc(/C=C/C(=O)OCC(=O)Nc2ccc(C(N)=O)cc2)cc1	-8	-7	0	0.4	0	4	1	6	7	3
Cc1ccc(C(=O)N(CC(=O)NC2CCCCC2)c2ccccc2F)s1	3	4	5	0.5	4	2	1	4	1	1
CC(=O)Nc1cc(S(=O)(=O)Nc2ccccc2C)c(C)cc1C	0	-6	-12	0.4	-9	9.8*	4	1	10	-1
CC1CC(O)(Cc2ccccc2)C(C)CN1C (configuration not stated)	8	-2	8	-0.7	0	1	-4	-1	1	3
O=[N+]([O-])c1ccccc1N=NNc1ccccc1	-1	-2	-5	0.3	-4	5	-4	0	-10	4
CCCn1c(O)c(N=NC(=O)CNC(=O)Cc2ccc(OC)cc2)c2ccccc21	10	9	-19	0.0	-5	8	9.7*	-5	1	-2
Cc1cc(N2C(=O)C(=O)/C(=C(/O)c3ccc(Cl)cc3)C2c2cccc(Br)c2)no1 (configuration not stated)	2	-5	-1	0.4	2	-5	2	1	7	-1
CC1C[N+](=C2C=C(N3CCOCC3)CC(C)(C)C2)CC(C)O1 (configuration not stated)	-6	-3	17	-0.1	-6	3	-6	-3	-6	5
COc1ccc(-c2nc(CCNC(=O)c3ccco3)cs2)cc1OC	4	-9	-10	0.1	-8	-4	-42	4	-159	1
O=C(CCCc1c[nH]c2ccccc12)N1CCOCC1	3	3	12	-0.7	-2	-5	-6	2	-4	-3
C1CCN(CC2CCCCN2)CC1 (configuration not stated)	-12	-8	-1	-0.2	-1	6	-1	1	-7	0
CC(C)[C@H](N)C(=O)OCCOCn1cnc2c(=O)[nH]c(N)nc21	2&9	2&11	-3&2	0.1&-0.6	-4&2	2&-1	-6&-5	1&-5	0&-9	-2&-2
COc1cccc(CNc2ccc([N+](=O)[O-])c(NCC(=O)O)n2)c1	5	4	-10	-0.9	-1	3	1	4	2	0
Cn1c(=O)c2c(nc(SCCN3CCOCC3)n2Cc2ccccc2Cl)n(C)c1=O	-4	-8	-4	-0.1	8	-1	-5	2	-9	-1
C(=NOCCc1ccccc1)c1cccnc1	-13	-4	-1	0.2	5	-3	-7	-2	-11	2
Clc1ccc(-c2noc(CN3CCCC3)n2)cc1	1	9	2	-0.4	2	-1	-6	5	-1	-2

Gathered by group: the compounds so far with an NH in an aromatic ring (7)
SMILES	ARFGAP1 inh	ASAP1 GAP inh	TDP2 absorb	proKLK7 act	Tn7 DDE FP	PLC-gamma1 inh	ADAM17 inh	LEDGF integ inh	ADAM10 inh	Tn6 DDE FP
CC1CCCC(NC(=O)CSc2n[nH]c(=O)n2Cc2ccccc2)C1C (configuration not stated)	1	-5	-3	0.3	0	-4	-2	-1	-8	6
S=C(c1c[nH]c2ccccc12)N1CCCC1	1	8	-14	-0.3	7	-2	-3	-3	-11	-3
Cc1ccc2nc(S(=O)(=O)O)[nH]c2c1	-6	16	10	0.6	-9	1	-3	0	0	1
COc1ccc(C(=O)NC2(C(F)(F)F)C(=O)Nc3c2c(=O)[nH]c(=O)n3CCc2ccc(OC)c(OC)c2)cc1 (configuration not stated)	1	1	-7	-0.4	3	3	-2	-2	0	2
CCOc1ccc(OCCSc2nc3ccccc3c(=O)[nH]2)cc1	-18	-12	2	0.4	8	0	-6	-1	4	-4
O=C(CCCc1c[nH]c2ccccc12)N1CCOCC1	3	3	12	-0.7	-2	-5	-6	2	-4	-3
CC(C)[C@H](N)C(=O)OCCOCn1cnc2c(=O)[nH]c(N)nc21	2&9	2&11	-3&2	0.1&-0.6	-4&2	2&-1	-6&-5	1&-5	0&-9	-2&-2
